Compound activity: PubChem BioAssay, The Scripps Research Institute Molecular Screening Center
ARFGAP1 inh: inhibitors of rat ARFGAP1 GAP activity, primary screen, biochemical, fluorescence polarization, GDP tracer; Arfgap1-stimulated ARF1 GTP hydrolysis, GDP FP detection; 0.26% of 360,000 active; AID 651572, 2012; inhibition, % at 16.5 µM;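 active = inhibition above a per-plate limit, mean inhibition of low control wells plus 3 SD, cut at about 25% in these data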;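 also: 0% = DMSO wells with enzyme and 100% = wells lacking Arfgap1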
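Repeats: one replicate per compound; assay system: rat Arfgap1 catalytic domain, aa 1-136; times: enzyme reaction 120 min at 25 °C after 20 min preincubation; detection: FP of antibody-bound GDP Alexa 633 tracer, ex 620/em 688 nm; benchmarks: high control wells lacking Arfgap1, low control full reaction with DMSO; reagent: human ARF1(Δ1-17)-GTP substrate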
ADAM10 inh: human ADAM10 inhibitors, primary screen, biochemical, QFRET, HTS; Disintegrin and metalloproteinase domain-containing protein 10 (Homo sapiens), O14672; recombinant ADAM10, EDANS/DABCYL FRET peptide cleavage, 3 h; inhibition, % at 7 µM; 0.62% of 370,000 active;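 active = inhibition above a per-campaign cutoff equal to the mean of compounds falling between control-based bounds plus 3 SD, cut at about 20% in these data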;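 also: 0% = DMSO wells while the 100% control is not disclosed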
Target sequence (O14672 214-748 limits assumed): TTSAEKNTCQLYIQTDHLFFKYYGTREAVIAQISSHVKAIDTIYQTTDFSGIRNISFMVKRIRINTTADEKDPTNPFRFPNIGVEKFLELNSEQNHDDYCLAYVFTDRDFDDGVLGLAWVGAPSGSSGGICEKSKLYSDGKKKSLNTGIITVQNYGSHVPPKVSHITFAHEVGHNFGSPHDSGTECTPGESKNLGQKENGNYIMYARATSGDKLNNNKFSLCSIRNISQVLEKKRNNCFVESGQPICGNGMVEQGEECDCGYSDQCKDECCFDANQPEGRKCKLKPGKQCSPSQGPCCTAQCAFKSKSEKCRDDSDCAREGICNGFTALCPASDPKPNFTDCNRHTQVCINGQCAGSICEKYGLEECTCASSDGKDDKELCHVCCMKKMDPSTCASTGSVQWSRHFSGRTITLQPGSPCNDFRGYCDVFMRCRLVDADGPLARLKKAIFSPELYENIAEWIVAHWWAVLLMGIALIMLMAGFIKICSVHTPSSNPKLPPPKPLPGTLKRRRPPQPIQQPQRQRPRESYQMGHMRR
ASAP1 inh: inhibitors of human ASAP1 ArfGAP activity, primary screen, biochemical, fluorescence polarization. ASAP1-stimulated ARF1 GTP hydrolysis, GDP FP detection. 0.19% of 360,000 active. inhibition, % at 16.5 µM; in the data active = inhibition above about 25%;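 also: 0% = vehicle with enzyme and substrate and 100% = no enzyme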
Tn7 DDE FP: inhibitors of Tn7 peptide binding to fibrin DD(E), primary screen, biochemical, fluorescence polarization, human fibrin, Tn7 probe; Fibrinogen beta chain (Homo sapiens), P02675; FP displacement of FITC-Tn7 peptide from fibrin DD(E); 0% = median of compound wells per plate; inhibition, % at 8.3 µM; 0.13% of 370,000 active; AID 720508, 2013;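 active = inhibition above the mean of compounds falling within the control limits plus 3 SD of them, cut at about 14% in these data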;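 also: 0% = plate median of compound wells and 100% = 10 µM Aha-Tn7 peptide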
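Assay system: Human fibrin DD(E) protein | Medium: Tris buffer with calcium and detergent, pH 7.8 | Reagent: 0.1 µM fluorescent Tn7 | Compound dosing: Single point at 8.3 µM | Times: 10 min preincubation, 3 h with tracer, room temperature | Detection: Fluorescence polarization of the labelled Tn7 tracer | Controls: Aha-Tn7 high control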
DDE Tn6 FP inh: inhibitors of Tn6 peptide binding to fibrin DD(E), primary screen, biochemical, fluorescence polarization, human fibrin, Tn6 probe. Fibrin DD(E) TRITC-Tn6 fluorescence polarization displacement. inhibition, % at 8.3 µM. 0.21% of 370,000 active. AID 720509, 2013;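 active = inhibition above a per-campaign cutoff: mean of compounds within control limits plus 3 SD, cut at about 15% in these data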;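 also: 0% = median of all compound wells on the plate and 100% = blocking peptide control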
TDP2 inh: human TDP2 enzyme inhibitors, primary screen, biochemical, epi absorbance, recombinant enzyme | Tyrosyl-DNA phosphodiesterase 2 (Homo sapiens), O95551 | AID 720702, 2013 | 0.34% of 370,000 active | inhibition, % at 12.8 µM | T5PNP hydrolysis, p-nitrophenol absorbance 415 nm;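 active = inhibition above the mean of all tested compounds plus 3 SD, set per campaign, cut at about 25% in these data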;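 also: 0% = DMSO with enzyme and 100% = buffer with substrate but no TDP2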
Target sequence (O95551 whole entry, looked up): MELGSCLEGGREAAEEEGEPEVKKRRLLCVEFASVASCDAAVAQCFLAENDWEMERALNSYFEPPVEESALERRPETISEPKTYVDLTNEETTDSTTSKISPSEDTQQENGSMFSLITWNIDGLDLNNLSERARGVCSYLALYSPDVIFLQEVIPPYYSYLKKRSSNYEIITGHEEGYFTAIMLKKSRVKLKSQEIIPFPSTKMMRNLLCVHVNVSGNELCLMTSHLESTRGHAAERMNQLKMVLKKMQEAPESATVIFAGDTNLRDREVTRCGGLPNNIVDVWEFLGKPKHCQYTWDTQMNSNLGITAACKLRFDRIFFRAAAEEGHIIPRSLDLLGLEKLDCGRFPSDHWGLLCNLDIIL
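Test system: Human TDP2 enzyme | Reagent: 5 mM T5PNP | Compound dosing: 12.8 µM single point, 1% DMSO | Incubation: Enzyme reaction with compound for 2 h at 37 °C | Technique: p-Nitrophenol epi absorbance | Read-out: % inhibition relative to enzyme-containing and enzyme-free wells | Benchmarks: High control without enzyme, low control DMSO plus TDP2 | Replicates: Singlicate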
PLCg1 inh: PLC-gamma1 enzyme inhibitors, primary screen, biochemical, fluorescence, purified enzyme; AID 720700, 2013; 1-phosphatidylinositol 4,5-bisphosphate phosphodiesterase gamma-1 (Homo sapiens), P19174; inhibition, % at 12.2 µM; 0.84% of 370,000 active; fluorogenic substrate; in the data active = inhibition above about 9.5%
ADAM17 inh: ADAM17 inhibitors, primary screen, biochemical, QFRET | recombinant ADAM17, EDANS/DABCYL FRET peptide cleavage | 0.83% of 370,000 active | inhibition, % at 6.95 µM | Disintegrin and metalloproteinase domain-containing protein 17 (Homo sapiens), P78536;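 active = inhibition above the mean of compounds lying between control limits plus 3 SD, set per campaign, cut at about 8.5% in these data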;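 also: 0% = DMSO-only wells as the low control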
SIAE primary: human SIAE inhibitors, primary screen, biochemical, fluorescence polarization, FP-Rh probe, 1536-well HTS. Sialate O-acetylesterase (Homo sapiens), Q9HAT2. SIAE FP-Rh probe binding. inhibition, % at 9.66 µM. 0.69% of 370,000 active. AID 1053197, 2014;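 active = inhibition above a cutoff: mean of compounds within the control limits plus 3 SD of those, cut at about 17% in these data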;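 also: 0% = plate median of compound wells and 100% = probe without SIAE protein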
PLCb3 inh: human PLC-beta3 inhibitors, primary screen, biochemical, fluorescence | 1-phosphatidylinositol 4,5-bisphosphate phosphodiesterase beta-3 (Homo sapiens), Q01970 | 0.18% of 370,000 active | Purified PLC-beta3, fluorogenic substrate | inhibition, % at 12.2 µM | AID 720704, 2013; in the data active = inhibition above about 11%;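 also: 0% = median of compound wells on plate and 100% = full blocker control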
* hit, by the source's call; . = no result given.

ASAP1 inh,PLCg1 inh,ADAM10 inh,PLCb3 inh,SIAE primary,DDE Tn6 FP inh,Tn7 DDE FP,ADAM17 inh,ARFGAP1 inh,TDP2 inh,SMILES
10,4,-4,-2,7,-1,-8,3,-6,4,COCCn1c(=O)[nH]c2cc(C(=O)NCCc3ccc(OC)c(OC)c3)ccc2c1=O
-2,2,5,0,6,2,9,-2,-4,1,CC(=O)N/N=C/c1ccccc1OCCOc1cccc(C)c1
-5,0,-10,-6,0,0,8,-3,-2,0,CCCN(C)C[C@@H]1OCCCC[C@@H](C)Oc2ccc(NC(=O)c3ccccc3)cc2C(=O)N([C@H](C)CO)C[C@@H]1C
.,2,12,6,2,3,-9,0,.,2,O=C(NCc1cccs1)O[C@H]1CC[C@@]23CCCN2C(=O)CCC[C@H]3C1
2,-1,-4,-2,7,8,-5,-3,-9,-3,Fc1ccc(CN2C3=NCCCN3c3ccccc32)cc1
0,1,3,-2,-5,-8,-3,-1,6,-4,Cc1ccc(N(CC(=O)NC(C)C)C(=O)CCC(=O)Nc2nccs2)c(C)c1
-6,-1,0,-17,0,-1,0,0,0,-8,Cc1ccc(C)c(N2CCN(C(=O)Cn3cccc3)CC2)c1
5,-1,-1,-33,5,10,4,-5,-6,11,CC(=O)C1=C(O)C(=O)N(CCNCCO)C1c1ccccc1 (configuration not stated)
-4,-27,12,-49,3,-7,-9,4,8,-7,Cn1c(=O)c2c(-c3ccccc3)n(-c3cccc(Br)c3)cc2n(C)c1=O
.,0,8,3,-5,-4,-3,1,.,-3,COC(=O)[C@H](C(C)C)N(CCCc1cn(Cc2ccc(C)cc2)nn1)S(=O)(=O)c1ccccc1Br
8,-19,-84,-34,-4,3,-4,-17,4,19,COc1ccccc1/C=C/C=N/NC(=O)c1ccco1
7,1,-10,2,-1,-3,-3,-6,7,4,O=C(O)C1(O)C[C@H](O)C(O)[C@@H](O)C1 (some centres not stated)
10,6,8,-4,-4,-10,0,-1,15,-12,COc1ccc(NC(=O)CN2C(=O)COc3ccc(S(=O)(=O)N4CCCCC4)cc32)cc1OC
15,-10,-15,-10,-20,4,0,-3,-11,-18,CC(=O)N(C)/C=C1\Sc2ccccc2C1=O
-3,-3,4,-2,5,6,6,-3,-6,-10,Nn1c(SCC(=O)Nc2ccc(F)cc2)nnc1-c1cccnc1
5,-18,-140,-33,2,-2,2,-50,14,1,Cc1nc(N2CCN(C(=O)c3ccco3)CC2)c(C#N)c2c1CCCC2
-6,0,-6,-1,9,0,-4,-6,6,-3,CC(=O)N1c2ccccc2C2CCCC[C@@H]21 (some centres not stated)
.,-1,13,-6,-8,-1,-8,6,.,1,COc1ccc(CN(CC#Cc2ccc(C)cc2)C(N)=NC(=O)CCc2ccccc2)c(OC)c1
4,2,-2,-1,-14,0,-2,-3,12,0,COc1ccc(C(C(=O)NC2CCCC2)N(C(=O)c2snc(-c3ccc(F)cc3)c2N)c2ccc(F)cc2)cc1 (configuration not stated)
-9,1,-6,0,-7,7,2,-3,6,6,FC(F)(F)c1cccc(Oc2cc(C(F)(F)F)nc(-c3ccccn3)n2)c1
13,0,-3,-4,5,-1,3,-1,0,7,Cc1ccccc1N1CCN(C2CCCN(C(=O)c3cn4cccc(C)c4n3)C2)CC1 (configuration not stated)
7,9,3,9,5,11,-9,6,4,-14,CCOC(=O)C1(CC/C(C)=N\NC(N)=O)CC(C)(C)OC1=O (configuration not stated)
2,2,4,-7,5,-1,-4,-1,9,-3,O=C(NC1CCCN(CCc2ccccc2)C1)c1c[nH]c2ccccc12 (configuration not stated)
7,2,-5,-2,6,7,4,1,-6,-3,Cc1cc2nc(CCN(C(=S)NCC3CCCO3)C3CCCC3)[nH]c2cc1C (configuration not stated)
7,8,-1,3,6,3,-1,5,3,-1,Cn1cc(C(=O)Nc2cccc(F)c2)cn1

(list continues)
ASAP1 inh,PLCg1 inh,ADAM10 inh,PLCb3 inh,SIAE primary,DDE Tn6 FP inh,Tn7 DDE FP,ADAM17 inh,ARFGAP1 inh,TDP2 inh,SMILES
6,-1,-9,-7,-6,-10,-8,-7,-4,3,O=c1[nH]c(CSc2nnc(Nc3ccccc3)s2)nc2ccccc12
3,1,8,-3,0,-3,8,-4,1,-5,Cc1ccc(-n2nc(C)cc2Nc2ncc(Cl)cc2Cl)cc1
1,-1,-9,-1,1,-5,0,-4,-5,1,CCc1ccccc1NC(=O)CC1CS(=O)(=O)CC1CC(=O)Nc1ccccc1CC (configuration not stated)
-9,-24,1,-32,-37,5,0,-2,9,-4,COc1cc2c(cc1NC(=O)/C=C/c1ccccc1)oc1ccccc12
2,1,-3,-5,-2,-2,6,-1,7,12,Cc1ccc(C(=O)NCC(=O)OCCOc2cccc(Cl)c2)cc1
-6,1,-2,5,2,-3,-5,2,-1,-3,CCOc1ccccc1NC(=S)NCCc1ccccc1
1,10.0*,3,4,-6,-1,-7,3,2,-5,COC(=O)Nc1cc([N+](=O)[O-])ccc1OC
-11,1,-10,-4,0,4,-2,-6,-1,-1,COC(=O)CC1=Nc2ccccc2NC(=O)C1
6,-3,-1,-6,1,-3,8,-8,-1,4,COc1ccc(NC(=O)c2cccc(S(=O)(=O)N3CCN(c4ccccc4)CC3)c2)c(OC)c1
-5,0,1,-10,2,-2,-2,-2,1,-1,COc1ccc(C2(C)NC(=O)N(CC(=O)Nc3ccc(S(=O)(=O)N4CCCC4)cc3)C2=O)cc1 (configuration not stated)
-8,0,-6,-4,8,9,0,1,-5,-5,CCOC(=O)C1C(c2ccc(Cl)cc2)NC(=S)NC1(O)C(F)(F)F (configuration not stated)
0,12*,1,7,5,1,-7,7,-1,-19,Cn1cc(CN2CCC(C(=O)NC(c3ccc(-c4ccccc4)cc3)c3cnccn3)CC2)c2ccccc21 (configuration not stated)
-12,1,1,0,0,3,1,-3,2,1,COC(=O)c1sccc1NC(=S)N1CCN(c2ccccc2)CC1
-6,-1,0,-2,-3,-6,-3,3,7,0,Cc1ccc(CNC(=O)C2CCCN2C(=O)Nc2ccccc2)cc1 (configuration not stated)
-9,5,1,4,1,-8,3,3,11,-8,Cc1ccc(CNC(=O)COC(=O)c2ccc(S(=O)(=O)N3CCOCC3)cc2)cc1
2,-2,-1,-1,1,5,-2,2,8,-9,O=[N+]([O-])c1cc(C(F)(F)F)ccc1-n1nnc2ccccc21
-12,-23,-368,-32,11,4,1,-104,3,-6,c1ccc(-c2ccc(-c3ccccc3)[nH]2)cc1
8,0,1,-3,-9,0,-7,-1,15,3,CCOc1ccccc1NC(=O)Cn1nnc(C(=O)NCc2ccc3c(c2)OCO3)c1N
0,-1,-2,-9,1,-2,3,-2,6,1,COCCCN(Cc1cccs1)S(=O)(=O)c1csc(C(N)=O)c1
-12,0,-2,2,2,-3,-5,-3,-8,5,Cc1n[nH]c(=S)c2nn(-c3cccc(Cl)c3)c(C)c12
6,3,-3,4,-4,-3,-3,2,-4,0,CCOc1cc(S(=O)(=O)NCc2ccncc2)ccc1Cl
-7,-12,1,-18,10,-7,-1,-2,-12,12,C=C(C)CN=c1scc(C)n1/N=C/c1ccco1
1,0,-9,3,3,1,-2,2,4,9,O=S1(=O)CC(N2CCCCC2)CN1Cc1cn(Cc2cccc(C(F)(F)F)c2)nn1 (configuration not stated)
-17,0,-26,-3,-3,2,2,-15,8,-1,CC(=O)Nc1nc(CC(C)C)cc2c1c(=O)oc1ccccc12
-12,0,7,1,4,-1,-4,-1,9,2,CCCCSc1nc(C)c(CC(=O)OC)c(=O)[nH]1
-3,2,-6,3,4,6,1,-8,24,6,O=[N+]([O-])c1ccc([C@H](O)[C@H](CO)N=Cc2ccccc2O)cc1

Record cards (already shown). Values in the order: ASAP1 inh	PLCg1 inh	ADAM10 inh	PLCb3 inh	SIAE primary	DDE Tn6 FP inh	Tn7 DDE FP	ADAM17 inh	ARFGAP1 inh	TDP2 inh
Profile of COCCn1c(=O)[nH]c2cc(C(=O)NCCc3ccc(OC)c(OC)c3)ccc2c1=O = 10	4	-4	-2	7	-1	-8	3	-6	4
Profile of CC(=O)N1c2ccccc2C2CCCC[C@@H]21 (some centres not stated) = -6	0	-6	-1	9	0	-4	-6	6	-3
Profile of CCOc1ccccc1NC(=S)NCCc1ccccc1 = -6	1	-2	5	2	-3	-5	2	-1	-3
Profile of Cc1ccc(CNC(=O)C2CCCN2C(=O)Nc2ccccc2)cc1 (configuration not stated) = -6	-1	0	-2	-3	-6	-3	3	7	0
